NCI-60 one-dose screen, 48 h, at 10 µM unless noted. Numbers give growth in % (100 = growth as untreated, 0 = no growth, -100 = all killed).
HCT-116 = HCT-116 colon cancer. 7.3% of 82,000 active. AID 1794798
SW-620 = SW-620 colon cancer; 5.2% of 82,000 active
SNB-75 = SNB-75 CNS cancer | 5% of 79,000 active
SF-295 = SF-295 CNS cancer cells; 5.6% of 79,000 active; AID 1794758
HCT-15 = HCT-15 colon cancer; 5.2% of 82,000 active
KM12 = KM12 colon cancer cells; 5% of 82,000 active; AID 1794800
SNB-19 = SNB-19 CNS cancer cells; 2.5% of 81,000 active
HCC-2998 = HCC-2998 colon cancer | 4.7% of 79,000 active
SF-539 = SF-539 CNS cancer | 6.8% of 81,000 active
An asterisk follows results filed as active; / = no result given; & = joins results of further samples. The calls were made as follows: active = growth percent below 10; inactive = the rest.

SMILES	HCT-116	SW-620	SNB-75	SF-295	HCT-15	KM12	SNB-19	HCC-2998	SF-539
CCCCn1c(=O)[nH]c(N)c(C(c2cccc(OC)c2)c2c(N)[nH]c(=O)n(CCCC)c2=O)c1=O	86	97	80	83	98	90	82	88	85
C[C@@]1(CCC#N)[C@H]2CC[C@@H]3[C@H]4[C@H](C(=O)/C=C/c5cccnc5)CC[C@]4(C(=O)NC4CCCCC4)CC[C@@]3(C)[C@]2(C)CC[C@H]1C(=O)/C=C/c1cccnc1	38	69	90	76	51	80	77	95	87
Cc1ccc2nc(-c3ccc(C(=O)O)cc3)n(CC(=O)NNC(=O)c3ccncc3)c2c1	104	100	90	95	107	102	104	109	95
C=C1CC[C@@H]2[C@]3(C)COC(c4cn[nH]c4-c4ccc(Br)cc4)O[C@@H]3CC[C@@]2(C)[C@@H]1C/C=C1/C(=O)OCC1O (stereo not given in full)	-94*	-70*	/	-66*	-63*	-64*	-37*	-98*	-94*
CCN(CC)c1ccc(CNc2cc(C)nc3ccccc23)cc1	52	77	75	51	70	72	74	42	75
CC(=O)N1c2ccccc2NC2=C(C(=O)NC2(C)C)C1c1ccco1 (stereo not given)	88	81	74	97	93	51	81	88	95
CC[C@H](Nc1ncnc2nc[nH]c12)c1nc2cccc(NCc3ccc(C(=O)NO)nc3)c2c(=O)n1-c1ccccc1	9.0*	47	5.4*	81	97	61	26	68	11
CC(C)(C)OC(=O)N[C@@H](Cc1ccccc1)C(=O)N(Cc1ccccc1)C1(C(=O)NCc2ccccc2)CCN(Cc2ccccc2)CC1	21	23	45	39	36	19	32	47	47
COc1ccc(C2=NOC3C4COC(O4)C(=O)C23)cc1 (stereo not given)	99	100	80	99	94	103	100	103	95
CCOC(=O)C1[C@@H]2C(=O)N(c3ccc(C)cc3)C(=O)[C@@H]2[C@H](c2cn(-c3ccccc3)nc2C)N1Cc1ccccc1 (stereo not given in full)	96	101	94	100	92	98	98	106	/
CCc1ccc(-c2cc(-c3ccccc3)n(-c3ccc(S(N)(=O)=O)cc3)n2)cc1	90	105	85	103	89	100	99	108	109
N=NC(=O)c1ccccc1Nc1c(O)[nH]c2ccccc12	100	107	74	110	98	84	101	108	95
Cn1cc(-c2nnc(N)nc2-c2c[nH]c3ccccc23)c2cccnc21	18	17	28	32	29	17	52	81	49
O=C(O)c1cccc(OCc2ccccc2)c1	/	103	72	93	95	103	100	107	93
CS(=O)(=O)Nc1ccc(C(=O)/C=C2/C(=O)Nc3ccccc32)cc1	93	89	74	100	87	102	102	112	95
Cc1cccc(NC(=O)c2ccccc2C(=O)O)c1	93	105	103	101	102	101	104	108	/
CCOC(=O)C(=O)O	99	102	90	/	108	107	116	91	102
Nc1c(C(=O)Nc2ccc(Cl)cc2)cnn1-c1ccc(S(N)(=O)=O)cc1	96	111	88	97	102	121	104	115	98
C=CC(=O)Nc1cccc(Nc2nc(SC)nc(-c3cccc([N+](=O)[O-])c3)c2C#N)c1	20	32	23	50	52	90	79	48	77
CS(=O)(=O)c1ccc(NN)c([N+](=O)[O-])c1	104	111	95	/	102	106	101	105	106
CCC(=O)C(CC)c1ccc(C)cc1 (stereo not given)	101	101	35	96	106	108	97	106	110
COc1ccc(NC(C)=O)cc1[N+](=O)[O-]	104	94	89	94	107	95	94	118	91
CC1(C)CC2=C(C(=O)O1)C(c1ccccc1)NC(=O)N2 (stereo not given)	86	109	78	98	108	113	95	111	88
O=C1[C@@H]2Cc3c([nH]c4ccccc34)[C@H](c3ccc(Cl)cc3)N2C(=O)CN1C1CCN(Cc2ccccc2)CC1	26	61	44	71	35	58	66	51	78
CCN(CC)C(=O)c1ccccc1Cl	107	100	116	97	109	104	103	106	107
CCCCCCCCCCCCCCCCCCNC(=O)N1CC1	90	110	94	95	96	110	115	106	108
COc1cc2cc3c4cc(OC)c(OC)cc4cc[n+]3c(C)c2cc1OC (tested in a mixture with another compound)	76	86	74	80	99	88	48	95	88
O=C1c2ccccc2C(=O)c2c1ccc1[nH]c(CCl)nc21	-6.5*	-24*	33	65	-25*	23	48	65	38
Cc1nc2sc(C(=O)Nc3ccnc4ccccc34)c(N)c2cc1C(C)O (stereo not given)	100	101	94	106	97	94	98	100	96
COc1ccc2c(c1)C(=O)CC(c1ccccc1OC)O2 (stereo not given)	103	103	80	101	93	102	99	105	97

An excerpt from above in order of length of the SMILES, low to high:
SMILES	HCT-116	SW-620	SNB-75	SF-295	HCT-15	KM12	SNB-19	HCC-2998	SF-539
CCOC(=O)C(=O)O	99	102	90	/	108	107	116	91	102
CCN(CC)C(=O)c1ccccc1Cl	107	100	116	97	109	104	103	106	107
CCC(=O)C(CC)c1ccc(C)cc1 (stereo not given)	101	101	35	96	106	108	97	106	110
CCCCCCCCCCCCCCCCCCNC(=O)N1CC1	90	110	94	95	96	110	115	106	108
Cc1cccc(NC(=O)c2ccccc2C(=O)O)c1	93	105	103	101	102	101	104	108	/
COc1ccc2c(c1)C(=O)CC(c1ccccc1OC)O2 (stereo not given)	103	103	80	101	93	102	99	105	97
CS(=O)(=O)c1ccc(NN)c([N+](=O)[O-])c1	104	111	95	/	102	106	101	105	106
O=C1c2ccccc2C(=O)c2c1ccc1[nH]c(CCl)nc21	-6.5*	-24*	33	65	-25*	23	48	65	38
COc1cc2cc3c4cc(OC)c(OC)cc4cc[n+]3c(C)c2cc1OC (tested in a mixture with another compound)	76	86	74	80	99	88	48	95	88
Nc1c(C(=O)Nc2ccc(Cl)cc2)cnn1-c1ccc(S(N)(=O)=O)cc1	96	111	88	97	102	121	104	115	98
C=CC(=O)Nc1cccc(Nc2nc(SC)nc(-c3cccc([N+](=O)[O-])c3)c2C#N)c1	20	32	23	50	52	90	79	48	77
O=C1[C@@H]2Cc3c([nH]c4ccccc34)[C@H](c3ccc(Cl)cc3)N2C(=O)CN1C1CCN(Cc2ccccc2)CC1	26	61	44	71	35	58	66	51	78

Continuation:
SMILES	HCT-116	SW-620	SNB-75	SF-295	HCT-15	KM12	SNB-19	HCC-2998	SF-539
O=c1/c(=C/c2ccccc2)sc2nc(-c3ccc(Cl)cc3Cl)nn12	101	102	80	126	113	115	111	122	114
C[N+](C)(C)CN1C(=O)c2ccccc2C1=O	104	107	78	/	103	111	99	108	100
COc1cccc(/C=N/NC(=S)NC2CC3CCC2C3)c1O (stereo not given)	25	58	5.3*	16	27	69	72	96	70
C#C[C@]1(O)CC[C@H]2[C@@H]3CC=C4c5sc(Nc6cc(C)cc(C)n6)nc5CC[C@]4(C)[C@H]3CC[C@@]21C	-56*	-87*	34	-75*	-69*	-17*	-39*	1.4*	-66*
COc1ccc2[nH]c(O)c(/C=c3/ccc4c(c3)N=C(c3cc(OC)c(OC)c(OC)c3)N=4)c2c1	94	100	73	109	98	82	97	97	81
COc1c(OC(C)=O)cc2c(c1OC(C)=O)C1O[C@H](COC(C)=O)[C@@H](OC(C)=O)[C@H](OC(C)=O)[C@H]1OC2=O (stereo not given in full)	93	103	102	92	99	101	107	91	108
C=C(C)[C@@H]1CC[C@]2(c3ncc(C)o3)CC[C@]3(C)[C@H](CC[C@@H]4[C@@]5(C)CCC(=O)C(C)(C)[C@@H]5CC[C@]43C)[C@@H]12	86	96	84	99	100	90	92	96	94
N[C@@H](Cc1ccccc1)C(=O)O	102	100	96	105	112	109	106	135	104
Cc1ccc(CSc2ncnc3nc[nH]c23)cc1	95	108	97	96	86	105	103	104	103
CC(=O)CC(c1ccccc1)c1c(-c2ccccc2)[nH]c2cc(C)ccc12 (stereo not given)	79	83	20	80	89	97	88	91	90
O[C@H](c1cc(C(F)(F)F)nc2c(C(F)(F)F)cccc12)[C@H]1CCCCN1	76	97	60	89	96	85	80	96	93
CCN=c1sc2c(n1NC(=O)c1cc3ccc1CCc1ccc(cc1)CC3)C(=O)c1ccccc1C2=O	-51*	-57*	-98*	31	-68*	-30*	-74*	-38*	-94*
CC[N+](C)(C)c1cccc(O)c1	103	111	94	115	99	105	110	106	108
CC(=O)NCCSC(=O)C(=O)SCCNC(C)=O	110	116	93	102	119	107	104	-45*	98
C/C(=N/NC(N)=S)c1ccc(O)cc1	12	75	112	94	83	102	100	108	104
O=C(O)Cc1cc[nH]c1	103	103	94	106	103	111	101	102	113
COc1ccc(-c2n[nH]nc2-c2cc3ccccc3s2)cc1O	18	27	36	27	20	23	28	29	-13*
CC(=O)C1=C(C)NC(SCC(=O)Nc2ccc(S(N)(=O)=O)cc2)=NC1c1ccccc1 (stereo not given)	103	106	90	100	102	100	105	100	100
Cc1ccc(C(C)(C)C)cc1	100	103	79	99	98	106	95	103	106
COC(=O)/C=C/NC(=O)c1ccccc1C(=O)OC	94	99	73	102	97	108	99	/	94
COc1ccc(/C=C2/SC(N3CCN(c4ccc(Cl)cc4)CC3)=NC2=O)cc1OC	86	100	/	102	95	100	95	102	96
CN1CCCc2cc(/C=C3\SC(=S)N(C(Cc4ccc(O)cc4)C(=O)O)C3=O)ccc21 (stereo not given)	106	102	90	98	101	105	92	94	102
NC(=S)N1N=C(c2ccc3c(c2)OCO3)CC1c1ccc(F)cc1 (stereo not given)	24	/	74	/	73	51	72	100	92
COc1ccc(C2CC(c3c(C)oc4c(OC)c5occc5c(OC)c4c3=O)=NN2c2ccccc2)cc1OC (stereo not given)	57	72	71	73	44	56	90	71	76
O=C1C=C(c2ccccc2)OC(=O)C1C(=O)c1ccccc1 (stereo not given)	102&109	98&99	99&102	113&112	111&107	102&100	104&104	114&97	109&95
CC(=O)c1ccccc1[N+](=O)[O-]	98	101	86	96	97	110	100	103	101
ICCC(c1ccccc1)(c1ccccc1)c1ccccc1	33	81	50	51	28	58	65	/	11
COc1ccc(-c2nnc(SCC(=O)Nc3ccc(/C(C)=N\O)cc3)n2-c2ccccc2)cc1OC	69	115	-17*	39	99	106	76	94	43
C=C1CC[C@@]2(C#N)[C@H]3[C@H](CC[C@@H]2C)[C@@H](C)C[C@@H](CC(C)(C)C#N)[C@H]13	14	50	45	14	44	36	56	37	44
COc1cc2cc(NC(=O)CN3CCCN(c4ccccc4)C3=O)nc(C)c2cc1OC	83	109	92	87	89	102	95	94	92
CCN(CC)CCCC(C)Nc1c2ccc(C)cc2nc2ccc(OC)cc12 (stereo not given)	17	-41*	41	8.7*	18	16	44	35	10
COc1ccc(C2CC(=O)Nc3[nH]ncc32)cc1 (stereo not given)	94	102	74	98	99	101	98	100	97
O=C(O)COc1cccc2cccnc12	103	103	97	106	113	104	103	90	102
CC(CN1c2ccccc2Sc2ccccc21)N(C)C (stereo not given)	86&96	107&96	77&63	97&91	96&92	102&97	102&103	95&93	101
O=C1CCSC2=C1SCc1sccc12	103	103	87	104	103	102	109	102	99
CCOP(=O)(OCC)C(NC(=O)CN)C(=O)N1CCCCC1 (stereo not given)	106	98	87	106	107	108	101	103	103
NS(=O)(=O)c1ccc(NCc2cn(-c3ccc(C(=O)O)cc3)nc2-c2ccc(C(F)(F)F)cc2)cc1	108	100	111	104	101	106	100	109	94
CC(=O)OCC1OC(OC(C)=O)C(NC(=O)NS(=O)(=O)c2ccc(C)cc2)C(OC(C)=O)C1OC(C)=O (stereo not given)	99	102	90	101	101	102	104	105	95
CCCCOc1nc2ccc(C)cc2cc1/C=C/C(=O)/C=C(O)/C=C/c1cc2cc(C)ccc2nc1OCCCC	88	107	93	101	110	102	96	108	103
CCC(C)/C=C(\C)C(O)Cc1cc(O)cc(=O)o1 (stereo not given)	99	109	81	97	101	104	106	105	97
O=P(OCC(O)CO)(OCC(O)CO)C(c1ccccc1)(c1ccccc1)c1ccccc1 (stereo not given)	112	103	109	84	107	91	109	115	104
COc1ccc(C(=O)NNC(=O)c2cc(OC)c(OC)c(OC)c2)cc1Cl	98	103	68	106	115	99	99	102	101
Cn1cccc1C(=O)C1C(c2cccc(F)c2)C2CCCN2C12C(=O)Nc1ccc(Cl)cc12 (stereo not given)	89	100	68	88	87	92	87	96	98
CCOC(=O)c1ccc(NC(=O)Nc2ncc(Cl)cc2Cl)cc1	84	102	119	96	102	102	106	96	96
Oc1ccc(Nc2ncnc3c2cnn3-c2cccc(Br)c2)cc1	98	93	86	101	102	95	99	100	94

The list goes on; the last two above are carried over.
SMILES	HCT-116	SW-620	SNB-75	SF-295	HCT-15	KM12	SNB-19	HCC-2998	SF-539
CCOC(=O)c1ccc(NC(=O)Nc2ncc(Cl)cc2Cl)cc1	84	102	119	96	102	102	106	96	96
Oc1ccc(Nc2ncnc3c2cnn3-c2cccc(Br)c2)cc1	98	93	86	101	102	95	99	100	94
CCOC(=O)c1cnn2c(-c3ccc(Cl)cc3)nc(NCc3ccccc3)nc12	-16*	4.9*	70	59	48	54	63	84	11
Cc1cc(C)nc(NS(=O)(=O)c2ccc(NC(=O)c3ccc(-n4c(=O)[nH]c5ccccc5c4=O)cc3)cc2)n1	104	108	/	104	113	100	96	105	101
COc1ccc(C(Nc2ccc3nc4n(c(=O)c3c2)CCC4)C(=O)O)cc1 (stereo not given)	108	103	/	102	99	103	99	112	101
CN(C)C(=S)NN=C(c1ccccn1)c1ccccn1	21	18	-22*	21	37	17	33	40	-48*
OCC(O)Cc1ccccc1 (stereo not given)	132	100	95	92	98	107	94	111	94
CC(C)C1=CC2=CC[C@@H]3[C@](C)(CCC[C@@]3(C)C(=O)O)[C@H]2CC1	103&108	111	80&83	98&97	93&115	93&115	102&111	99&134	106&107
O=C(N1CCC(CN=c2cc3n(-c4ccc(Cl)cc4)c4ccccc4nc-3cc2Nc2ccc(Cl)cc2)CC1)N1CC1	-71*	-83*	-61*	/	-37*	-64*	-68*	-76*	-88*
C=C1N(C)c2ccccc2C1(C)C	28	86	85	64	109	77	79	/	79
COc1cccc(-c2nn(-c3ccccc3)cc2-c2ccnc(NCCNS(=O)(=O)c3cccc4ccccc34)c2)c1	62	88	72	56	66	73	64	58	86
NC(=S)N/N=C\c1[nH]c(=O)nc2ccccc12	99	105	78	92	99	112	110	114	95
CC(C)N(c1ccc(Cl)cc1)c1nc(-c2ccc([N+](=O)[O-])cc2)cs1	91	93	92	100	101	91	99	105	96
